# Screening data as filed in PubChem.
# IMPase Li cell: cell-permeable IMPase inhibitors with lithium potentiation; Potency, µM (doses to about 59.4 µM), without a hit: top-dose activity, negative = IMPase inhibition, usual class: inhibitors; CHO-M1 cells, IP1 TR-FRET (IP-One), carbachol + lithium; hit rate 0.35% among 210,000;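 also: IP1 builds up when IMPase is blocked and the TR-FRET signal falls; potency is read from the fitted curve at half-maximal effect; plate controls were basal vehicle for no effect and high inhibitor control for full effect; nearly all actives have a fitted effect of over 50% in size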
#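 Test compounds were applied to CHO-M1 cells previously cultured for 16–30 h at 2000 per well. A small lithium amount accompanied them; after 30 min at 37C, IP1 was quantified by TR-FRET.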
# HTT cytoprotect: protects HTT-Q103 PC12 cells, measured by ATP. PC12 HTT-Q103 induced, cytoprotection, ATP luminescence, 40 h. Potency, µM (series often up to 56.4 µM), inactives show cytoprotection (ATP increase), most hits filed as activators. hit rate 0.14% among 230,000;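 also: potency is read from the fitted curve at half-maximal effect; % of control where 0% means no effect; nearly all actives have a fitted effect of over 45% in size; toxic huntingtin expression switched on by the ecdysone agonist tebufenozide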
#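 Compounds were screened for protection of PC12 cells against cell death after tebufenozide induction (100 nM final) of mutant Huntingtin exon 1 (Q103) fused to GFP.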
# LMNA splice mod: LMNA splicing modulation; HeLa LMNA splicing GFP/RFP minigene ratio, 48 h; Potency, µM (series often up to 46.1 µM), for the others: at the highest dose ratio change, negative = inhibition, usual class: inhibitors; hit rate 0.01% among 200,000; AID 1487; active = well fitted inhibition curve with a large enough effect in the signal ratio, with a control signal flat, not every such curve was filed as active; inconclusive = small, poorly fitted or top-dose-only effect, or effect the other way, or a change in a side signal; the % refers to the signal ratio; also: potency is read from the fitted curve at half-maximal effect; % is scaled to controls: 0 for no effect and ±100 for the full control effect
#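 S3 HeLa stable clones carrying a lamin A-EGFP splicing minigene plus DsRed2 were seeded at 600 cells/well in Opti-MEM with 2% FBS, pin-dosed and incubated 48 h at 37°C. Acumen cytometry (488 nm) gave the GFP/RFP total-intensity ratio.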
# HttQ103 aggreg: reduces HttQ103-GFP aggregates in PC12 cells; hit rate 1.1% among 220,000; Potency, µM (titrated, usually from 46.1 µM), without a hit: top-dose activity change, negative = inhibition, actives largely listed as inhibitors; PC12 HttQ103-GFP aggregates, Acumen cytometry, 40 h; AID 1688; also: potency is read from the fitted curve at half-maximal effect; % is scaled to controls: 0 for no effect and ±100 for the full control effect; nearly all actives have a fitted effect of over 60% in size
#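 Compounds (qHTS titration) were added to PC12 cells expressing an ecdysone-driven HTT exon 1 Q103–GFP fusion after induction with 100 nM tebufenozide. Aggregate formation was measured as GFP objects in cell lysates.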
# KinaseGlo FLuc: Kinase-Glo luciferase inhibition (counter-screen); AID 1379; Kinase-Glo luciferase, ATP luminescence, 8 min; Potency, µM (doses to about 38.3 µM), without a hit: top-dose activity change, negative = inhibition, usual class: inhibitors; hit rate 0.28% among 200,000; also: potency is read from the fitted curve at half-maximal effect; % is scaled to controls: 0 for no effect and ±100 for the full control effect; nearly all actives have a fitted effect of over 60% in size
#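 Luminescence was the read-out, taken after 8-minute incubation at ambient temperature. Luciferase turned over luciferin with 10 uM ATP in imidazole pH 7.2 buffer containing KCl, MgCl2, Tween 20 and BSA.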
# CBFb-RUNX1 inh: inhibitors of human CBF-beta and RUNX1 interaction. AlphaScreen CBFb-His/RUNX1-biotin binding, biochemical. 230,000 tested, under 10 active. Q01196+Q13951. Potency, µM (titrated, usually from 59.8 µM), for inactives: at the highest dose activity, negative = inhibition, hits mostly inhibitors; also: % of control where 0% means no effect
# Target sequence (Q01196 whole entry, looked up): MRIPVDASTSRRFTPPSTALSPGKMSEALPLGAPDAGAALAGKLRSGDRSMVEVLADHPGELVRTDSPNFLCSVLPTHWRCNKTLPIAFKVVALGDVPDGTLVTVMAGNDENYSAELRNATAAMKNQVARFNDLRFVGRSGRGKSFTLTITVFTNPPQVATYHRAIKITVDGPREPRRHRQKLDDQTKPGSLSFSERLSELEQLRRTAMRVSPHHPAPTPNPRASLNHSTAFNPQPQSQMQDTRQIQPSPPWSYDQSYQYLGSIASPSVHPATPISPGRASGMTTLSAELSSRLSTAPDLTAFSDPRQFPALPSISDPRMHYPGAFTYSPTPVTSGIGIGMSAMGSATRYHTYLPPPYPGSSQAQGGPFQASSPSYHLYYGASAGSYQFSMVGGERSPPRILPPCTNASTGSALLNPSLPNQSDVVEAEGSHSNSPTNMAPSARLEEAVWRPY
# Target sequence (Q13951 whole entry, looked up): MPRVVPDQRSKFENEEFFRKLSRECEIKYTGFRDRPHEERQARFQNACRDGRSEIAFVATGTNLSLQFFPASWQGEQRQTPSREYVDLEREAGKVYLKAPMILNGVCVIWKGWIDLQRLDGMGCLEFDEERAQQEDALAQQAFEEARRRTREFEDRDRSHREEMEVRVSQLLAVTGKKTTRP
#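 Read-out: AlphaScreen. Format: His-CBF-beta with biotinylated RUNX1 (30 nM each) preincubated 20 min, compound 15 min, Ni-chelate plus streptavidin beads 90 min; room temperature throughout.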
# SMN2 splice up: SMN2 splice variant enhancement; AID 1458; hit rate 2.8% among 210,000; Potency, µM (titrated, usually from 46.1 µM), without a hit: at the top dose activity change, positive = activation, usual class: activators; HEK293 SMN2-luciferase splicing reporter, luminescence, 30-36 h; also: potency is read from the fitted curve at half-maximal effect; % of control where 0% means no effect; nearly all actives have a fitted effect of over 55% in size
#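 qHTS luciferase splicing reporter: luminescence rises when SMN2 exon 7 is included in transfected HEK293 cells. Compound exposure lasted 30-36 h at 37C, with 4.5 mM final sodium butyrate as control, followed by a ONE-Glo read.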
# * marks the source's active call; other numbers are inactive results; ? = inconclusive; / = not tested or not shown; & = joins results of further samples; [ ] = remark or other dose. Unless noted, calls follow the shape of the dose curve; as a rule, active = well fitted curve in the direction sought with a large enough effect; inconclusive = small, poorly fitted or top-dose-only effect, or another doubt; inactive = no such curve, though single readings can be large; an effect the other way counts as inactive or inconclusive. The list is partial; the hit share may differ from the screen's.
SMILES,IMPase Li cell,HTT cytoprotect,LMNA splice mod,HttQ103 aggreg,KinaseGlo FLuc,CBFb-RUNX1 inh,SMN2 splice up
Cc1ccc(NC(=O)CN(C)CC(=O)Nc2cccc(F)c2)cc1[N+](=O)[O-],8%,-4%,?,-25%,5%,2%,-71%[inhibitor]
CCC(COC(=O)NC)NC(=O)Oc1cccc(C)c1 (stereo not given),-8%[38.3 µM],4%,-1%,-11%,6%,1%,10%
CN1C(=O)C(C2(C#N)CCCCC2)C(=O)N(C)C1=O,5%,-24%[10 µM],2%,-8%,-1%,7%,2%
NCCCN1CCN(c2ccccc2)CC1,-1%,-6%&2%[10 µM],/,-13%[9.22 µM],-5%[7.66 µM],0%,-13%[9.22 µM]
CCCCCOC(=O)c1ccccc1C(=O)OCCCCC,-8%,5%,/,/,/,29%[21.7 µM],0%
CCn1c(O)c(/C(C)=N/N2CCCCC2c2cccnc2)c(=O)[nH]c1=S (stereo not given),10%,/,?,5%,-2%,2%,?
CC1C(c2cccs2)=[N+]([O-])C(C)(C(=O)c2cccs2)N1O (stereo not given),-4%,7%[10 µM],-4%,5%,-1%,8%,9%
CCC(C)N1C(=O)NC(=O)C2(Cc3c(ccc4ccccc34)N(C)C2)C1=O (stereo not given),5%[38.3 µM],-18%[0.074 µM],-6%,13%,-1%,-14%,5%
C[C@H](N)C(=O)N[C@@H](C)C(=O)N[C@@H](Cc1ccccc1)C(=O)CCl,2%,-23%,/,/,/,28%,10%
COc1cc2c(cc1O)[C@H]1Cc3ccc(OC)c(O)c3CN1CC2,10%,-132%[inhibitor][17.1 µM],?,/,1%[17.1 µM],2%[21.7 µM],-9%[20.6 µM]
O=c1[nH]c(=S)[nH]c(O)c1N=Nc1cc2c(cc1[N+](=O)[O-])OCO2,9%,-12%,/,-12%,-5%,1%,8%
Nc1cc2nc3ccccc3nc2cc1N,/,28%[10 µM],/,8%[9.22 µM],/,-6%,/
Cc1ccc(-n2nc(C)cc2NC(=O)COc2cc(C)cc3oc(=O)c4c(c23)CCC4)cc1,15%[38.3 µM],6%,-3%,0%,-4%,1%,-27%
CN(C)P(=O)(NC(=O)c1cccn1C)N(C)C,-7%,13%,-17%[46 µM],7%,1%,9%,6%
O=C(c1cccc2ccccc12)C1CCCN(Cc2ccon2)C1 (stereo not given),/,8%[10 µM],/,-12%[9.22 µM],/,9%,/
CCCOc1ccc2[nH]cc(C3=CCNCC3)c2n1,12%,-15%,/,/,-5%,2%[21.7 µM],/
COc1ccc(NC(=S)NC(NC(=O)CF)C(Cl)(Cl)Cl)cc1[N+](=O)[O-] (stereo not given),3%,-8%,5%[9.22 µM],18%,-4%,-7%,-16%
CCC(=Nc1ccccc1NC(C)=O)c1c(O)n(C)c(=O)n(C)c1=O,20%[38.3 µM],3%,-2%,-16%,-2%,11%,-3%
CCCCn1c(CN2CCN(c3ccc(F)cc3)CC2)nc2c1c(=O)n(C)c(=O)n2C,-3%,-4%,-3%,18%,5%,3%,-76%[inhibitor]
N=c1c[n+](C2CCCCC2)[n-]o1,-2%,-31%[inhibitor],/,1%,3%,-6%,-13%
C[C@H]1C(=O)O[C@@H]2CCN3CC=C(COC(=O)[C@@](C)(O)[C@@]1(C)O)[C@H]23,5%,?,-24%,/,2%[17.1 µM],14%[21.7 µM],-1%[20.6 µM]
COc1cccc(N=Cc2c(O)n(Cc3ccco3)c(=O)[nH]c2=O)c1,33%[activator],-34%[10 µM],/,-23%[9.22 µM],-3%,0%,/
O=C1NC(=O)N(c2ccccc2F)C(=O)/C1=C/c1ccc(Oc2ccc([N+](=O)[O-])cn2)cc1,2%,-17%,10%[46 µM],3%,10%,-13%,0%
O=c1cccc2n1CC1CC2CN(C(c2ccccc2)c2sc3ncnn3c2O)C1 (stereo not given),20%[38.3 µM],-3%[10 µM],-2%,-3%,0%,9%,6%
CCOC(=O)[C@]1(C#N)[C@@H]2C=CC(C(C)=O)=CN2[C@@H](C(N)=O)[C@@H]1c1ccsc1,18%[38.3 µM],-3%,9%,6%,-5%,3%,-6%
COc1ccccc1N1CCN(C2CCN(C(=O)c3cc(OC)c(OC)c(OC)c3)CC2)CC1,8%[38.3 µM],-41%[inhibitor],5%,?,3%,3%,19%
CCCCCCN=Cc1c(O)n(C)c(=O)n(C)c1=O,-7%[38.3 µM],-10%,9%,-10%,-1%,1%,-13%
CC(=NCCN1CCCCC1)c1c(O)[nH]c(=O)[nH]c1=O,1%[38.3 µM],11%[0.074 µM],-4%,-31%,-2%,3%,29%

# Compounds listed so far with a carbonyl joined to an NH by a bond outside any ring, in the order listed:
SMILES,IMPase Li cell,HTT cytoprotect,LMNA splice mod,HttQ103 aggreg,KinaseGlo FLuc,CBFb-RUNX1 inh,SMN2 splice up
Cc1ccc(NC(=O)CN(C)CC(=O)Nc2cccc(F)c2)cc1[N+](=O)[O-],8%,-4%,?,-25%,5%,2%,-71%[inhibitor]
CCC(COC(=O)NC)NC(=O)Oc1cccc(C)c1 (stereo not given),-8%[38.3 µM],4%,-1%,-11%,6%,1%,10%
C[C@H](N)C(=O)N[C@@H](C)C(=O)N[C@@H](Cc1ccccc1)C(=O)CCl,2%,-23%,/,/,/,28%,10%
Cc1ccc(-n2nc(C)cc2NC(=O)COc2cc(C)cc3oc(=O)c4c(c23)CCC4)cc1,15%[38.3 µM],6%,-3%,0%,-4%,1%,-27%
CN(C)P(=O)(NC(=O)c1cccn1C)N(C)C,-7%,13%,-17%[46 µM],7%,1%,9%,6%
COc1ccc(NC(=S)NC(NC(=O)CF)C(Cl)(Cl)Cl)cc1[N+](=O)[O-] (stereo not given),3%,-8%,5%[9.22 µM],18%,-4%,-7%,-16%
CCC(=Nc1ccccc1NC(C)=O)c1c(O)n(C)c(=O)n(C)c1=O,20%[38.3 µM],3%,-2%,-16%,-2%,11%,-3%
CCOC(=O)[C@]1(C#N)[C@@H]2C=CC(C(C)=O)=CN2[C@@H](C(N)=O)[C@@H]1c1ccsc1,18%[38.3 µM],-3%,9%,6%,-5%,3%,-6%
